Screening data (PubChem BioAssay)
GPR151 activ: activators of human GPR151 | PathHunter beta-arrestin GPR151 cells, luminescence | Q8TDV0 | actives 1% (n = 650,000) | activation, % at 11.2 µM | AID 1508602; in the data active = activation above about 4.9%;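 note: 0% = median of compound wells and 100% = cells with positive control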
Target sequence (Q8TDV0 whole entry, looked up): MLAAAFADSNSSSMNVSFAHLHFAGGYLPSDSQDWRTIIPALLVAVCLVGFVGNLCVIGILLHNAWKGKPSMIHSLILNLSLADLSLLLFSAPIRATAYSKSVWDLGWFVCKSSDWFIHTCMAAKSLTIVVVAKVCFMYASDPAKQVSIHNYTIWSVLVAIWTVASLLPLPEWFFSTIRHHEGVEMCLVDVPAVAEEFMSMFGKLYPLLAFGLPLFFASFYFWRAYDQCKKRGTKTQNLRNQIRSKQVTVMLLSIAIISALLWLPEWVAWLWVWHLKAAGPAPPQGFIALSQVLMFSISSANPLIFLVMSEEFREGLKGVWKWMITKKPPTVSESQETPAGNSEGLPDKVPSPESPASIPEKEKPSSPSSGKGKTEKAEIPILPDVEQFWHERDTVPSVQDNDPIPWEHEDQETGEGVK
MITF primary: inhibitors of human MITF | O75030 | AlphaScreen MITF homodimerization, bead proximity signal | inhibition, % at 2.6 µM | actives 0.91% (n = 650,000) | AID 1259374; in the data active = inhibition above about 50%;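 note: 0% = vehicle wells with protein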
TEAD-YAP inh: TEAD-YAP interaction inhibition | AID 1259422 | actives 1.4% (n = 640,000) | HEK-TIYL cells, TEAD-Gal4/YAP UAS-luciferase luminescence | inhibition, % at 9.12 µM; in the data active = inhibition above about 32%;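 note: 0% = median of test compound wells and 100% = reference inhibitor wells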
FBW7 activator: human FBW7 E3 ligase activation, primary screen | AlphaScreen FBW7–phospho-cyclin E peptide binding, activator screen | actives 0.13% (n = 650,000) | normalized activity (activation), % at 26.1 µM | Q969H0; in the data active = normalized activity above about 1.9%;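 note: purified mutant Fbw7 with reduced substrate affinity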
Target sequence (Q969H0 whole entry, looked up): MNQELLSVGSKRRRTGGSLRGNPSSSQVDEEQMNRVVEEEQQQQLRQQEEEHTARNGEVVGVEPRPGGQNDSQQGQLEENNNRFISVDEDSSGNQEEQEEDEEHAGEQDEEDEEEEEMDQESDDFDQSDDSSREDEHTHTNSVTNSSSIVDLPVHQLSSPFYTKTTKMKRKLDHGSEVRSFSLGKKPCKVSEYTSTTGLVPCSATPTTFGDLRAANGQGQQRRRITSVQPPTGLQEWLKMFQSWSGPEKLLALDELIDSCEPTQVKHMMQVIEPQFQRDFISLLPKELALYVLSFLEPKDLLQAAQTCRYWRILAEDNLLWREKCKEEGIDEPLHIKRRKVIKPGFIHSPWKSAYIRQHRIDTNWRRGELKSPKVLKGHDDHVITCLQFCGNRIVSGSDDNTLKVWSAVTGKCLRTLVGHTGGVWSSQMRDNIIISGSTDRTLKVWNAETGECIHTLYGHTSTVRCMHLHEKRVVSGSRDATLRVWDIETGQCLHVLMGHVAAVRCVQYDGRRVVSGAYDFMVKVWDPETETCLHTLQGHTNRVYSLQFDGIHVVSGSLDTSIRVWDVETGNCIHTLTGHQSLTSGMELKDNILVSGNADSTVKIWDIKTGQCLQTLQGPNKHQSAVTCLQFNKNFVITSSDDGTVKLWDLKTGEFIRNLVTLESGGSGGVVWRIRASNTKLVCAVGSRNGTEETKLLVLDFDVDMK
An asterisk follows results filed as active.

SMILES	GPR151 activ	MITF primary	TEAD-YAP inh	FBW7 activator
Nc1nc(NCCOc2ccccc2)cc(N2CCOCC2)n1	2.8	14.6	0.2	0.2
COc1ccc(CNC(=O)c2c(O)c3ccccc3[nH]c2=O)cc1	0.2	-8.0	-7.7	0.0
Cc1sc(NC(=O)c2ccc(S(=O)(=O)N(C)c3ccccc3)cc2)nc1-c1ccccc1	2.8	0.0	2.2	0.0
c1cc(-c2nc3ccccc3o2)cc(-c2nc3ccccc3o2)c1	-0.6	11.4	-36.7	0.0
CC(C)Cn1c(-c2nn(C)cc2Cl)n[nH]c1=S	4.4	18.1	3.2	0.1
COC(=O)c1ccc2c(=O)[nH]c3c(C(=O)OC(C)C)c4nc5ccccc5nc4n3c2c1	-2.5	-13.9	-1.5	-0.1
CSCCC(NC(=O)c1ccc(Cl)c([N+](=O)[O-])c1)C(=O)O (stereo not drawn)	5.3*	-0.1	5.4	-0.3
Cc1nc2ccc(S(=O)(=O)NCc3ccc4c(c3)OCO4)cc2s1	0.6	2.1	-1.4	0.0
CC(NC(=O)c1ccc2c(c1)OCO2)c1ccccc1 (stereo not drawn)	0.7	4.8	0.9	0.1
Cc1ccc(S(=O)(=O)N2CCN(C(=O)c3ccc([N+](=O)[O-])cc3)C2c2ccc(N(C)C)cc2)cc1 (stereo not drawn)	-1.2	5.5	-5.6	0.2
CCOC(=O)COc1ccc(C2NC(=S)NC(C)=C2C(C)=O)cc1OC (stereo not drawn)	0.3	8.0	1.0	-0.1
CCc1ccc(S(=O)(=O)NCCc2cn3ccsc3n2)cc1	-1.0	6.4	-2.1	-0.1
CCOC(=O)C1(Cc2ccccc2)CCCN(CCO)C1 (stereo not drawn)	0.1	7.2	16.1	-0.1
Cc1ccc(NC(=O)c2sc3ncn(CC(=O)N4CCCC(C)C4)c(=O)c3c2C)cc1F (stereo not drawn)	-2.2	-8.7	-9.7	-0.2
COc1ccc(Cn2cc[nH]c(=O)c2=O)cc1	-0.5	8.0	-2.4	-0.1
Cc1cc(NC(=O)COc2ccc(C(=O)c3ccccc3)cc2)no1	-1.2	18.8	11.7	0.0
O=C(CCSCc1cccc(F)c1)NCCC1=CCCCC1	-0.8	-10.3	10.2	-0.1
CCOc1ccc(NC(=O)CC2S\C(=N/N=C/C=C/c3ccccc3)NC2=O)cc1 (stereo not drawn)	-1.4	21.1	-0.4	0.3
CC1(C)Cc2c(sc3ncn4nc(CSc5nc6ccccc6s5)nc4c23)C(C)(C)N1	1.0	7.7	-3.0	-0.3
Cc1[nH]c2ccccc2c1CCNS(=O)(=O)c1ccc(N2CCCC2=O)cc1	-0.8	-5.6	7.3	0.0
CCC(SC1=N/C(=C\c2cccnc2)C(=O)N1c1ccccc1)C(=O)N1CCOCC1 (stereo not drawn)	-1.2	2.5	15.8	0.3
O=C(NCCC1=CCCCC1)c1cnccn1	0.0	4.3	-69.6	-0.1
COc1ccc(-n2nc3c(c2NC(=O)c2ccc(C(C)(C)C)cc2)CS(=O)(=O)C3)cc1	1.5	13.7	3.3	-0.1
CCOC(=O)CN1N=C(C)Oc2ccccc2C1=O	1.3	-0.5	-12.4	-0.1
Cc1c(CN2CCC3(CC2)NC(=O)c2ccccc2O3)cnn1C	1.5	-6.7	-0.1	0.0
Nc1cccc[n+]1Cc1cn2ccccc2n1	-0.9	3.6	12.5	0.0
COc1ccc2cc(Br)ccc2c1CC(=O)N(C)C	4.0	-1.7	-0.6	-0.1
CCC(C)Oc1ccc(/C=C2/NC(=O)NC2=O)cc1 (stereo not drawn)	0.1	8.9	-13.8	0.4
CC1=NN(c2ccccc2)C(=O)/C1=C/c1ccc(O)c(Br)c1	-0.5	-5.1	-6.0	-1.4
CN1CCc2nc(SCC(=O)Nc3sc4c(c3C#N)CCCC4)c(C#N)cc2C1	-0.2	2.1	-10.7	-0.2
COc1cccc(OC)c1Cn1nnc2c(=O)[nH]c(C(=O)Nc3ccccc3Cl)nc21	0.3	9.7	-1.0	0.0
O=C(NC1CC1)c1ccc2nc(-c3ccc4[nH]ccc4c3)sc2c1	-0.8	-3.0	-8.9	0.0
CCOC(=O)C1=C(N)Oc2cc(C)oc(=O)c2C1c1ccc([N+](=O)[O-])cc1 (stereo not drawn)	0.1	0.8	-6.9	-0.1
CCOC(=O)CN(C)C(=O)c1cc(COc2c(F)cccc2F)on1	3.4	13.9	-16.5	0.0
CCOC(=O)c1sc(NC(=O)c2cccc(Oc3ccccc3)c2)c(C(=O)OCC)c1C	1.3	-5.0	-6.8	0.1
N#Cc1c(-c2ccc(Cl)cc2)cc(C2CC2)nc1N	0.7	-21.5	-13.1	0.0

Some of these compounds in order of number of heavy atoms, lowest first.
SMILES	GPR151 activ	MITF primary	TEAD-YAP inh	FBW7 activator
O=C(NCCC1=CCCCC1)c1cnccn1	0.0	4.3	-69.6	-0.1
CCOC(=O)CN1N=C(C)Oc2ccccc2C1=O	1.3	-0.5	-12.4	-0.1
CC(NC(=O)c1ccc2c(c1)OCO2)c1ccccc1 (stereo not drawn)	0.7	4.8	0.9	0.1
CCOC(=O)C1(Cc2ccccc2)CCCN(CCO)C1 (stereo not drawn)	0.1	7.2	16.1	-0.1
Nc1nc(NCCOc2ccccc2)cc(N2CCOCC2)n1	2.8	14.6	0.2	0.2
Cc1c(CN2CCC3(CC2)NC(=O)c2ccccc2O3)cnn1C	1.5	-6.7	-0.1	0.0
Cc1cc(NC(=O)COc2ccc(C(=O)c3ccccc3)cc2)no1	-1.2	18.8	11.7	0.0
CCOC(=O)C1=C(N)Oc2cc(C)oc(=O)c2C1c1ccc([N+](=O)[O-])cc1 (stereo not drawn)	0.1	0.8	-6.9	-0.1
Cc1[nH]c2ccccc2c1CCNS(=O)(=O)c1ccc(N2CCCC2=O)cc1	-0.8	-5.6	7.3	0.0
CN1CCc2nc(SCC(=O)Nc3sc4c(c3C#N)CCCC4)c(C#N)cc2C1	-0.2	2.1	-10.7	-0.2
COc1ccc(-n2nc3c(c2NC(=O)c2ccc(C(C)(C)C)cc2)CS(=O)(=O)C3)cc1	1.5	13.7	3.3	-0.1
CCOC(=O)c1sc(NC(=O)c2cccc(Oc3ccccc3)c2)c(C(=O)OCC)c1C	1.3	-5.0	-6.8	0.1
Cc1ccc(S(=O)(=O)N2CCN(C(=O)c3ccc([N+](=O)[O-])cc3)C2c2ccc(N(C)C)cc2)cc1 (stereo not drawn)	-1.2	5.5	-5.6	0.2

Carrying on:
SMILES	GPR151 activ	MITF primary	TEAD-YAP inh	FBW7 activator
CC1CCCC(NC(=O)/C(C#N)=C/c2ccccc2)C1C (stereo not drawn)	2.3	-15.7	0.5	0.3
CCOC(=O)c1c(NC(=O)c2cccs2)sc(C(=O)N(C)C)c1C	-1.2	4.7	-2.4	0.0
Cc1cc(=O)[nH]c(SCc2cn3ccsc3n2)n1	0.0	-6.7	-2.1	-0.1
CC(=O)Oc1ccc(C2C(C(=O)OCC3CCCO3)=C(C)NC3=C2C(=O)CC(c2cccs2)C3)cc1 (stereo not drawn)	-1.8	13.8	-0.4	0.6
Cc1cc(C)cc(C(=O)NC(=S)Nc2ccc3c(c2)C(=O)N(C)C3=O)c1	-1.1	18.6	3.2	-0.1
C/C(=N\NC(=O)c1cccc([N+](=O)[O-])c1)c1ccco1	0.6	-2.8	-0.4	-0.1
CC(=O)Nc1ccc(C2C(C#N)=C(N)Oc3cc(N)ccc32)cc1 (stereo not drawn)	-0.3	5.5	0.9	-0.4
Cc1ccc(N2C(=O)/C(=C/c3ccc(Br)cc3)C=C2c2ccccc2)c(Br)c1	-0.6	-9.2	10.9	0.1
COc1ccc2nc(N3CCCC(C(=O)NCc4ccccc4OC)C3)sc2c1 (stereo not drawn)	-1.8	3.7	-1.4	0.1
COc1ccc(NC(=S)NC2CCCC2)c(OC)c1	0.6	4.4	-0.5	0.0
CCOc1ccc(OCC)c(NC(=O)CCS(=O)(=O)c2ccc(C)cc2)c1	1.3	10.7	0.8	0.2
CCOC(=O)CN1CCOCCOCCN(CC(=O)OCC)CCOCCOCC1	-0.6	9.3	11.7	0.2
CC(C)C12CCC(C)(O1)C(Oc1cccc(Cl)c1CN)C2 (stereo not drawn)	-1.1	8.5	0.3	0.1
CCOC(=O)c1c(NC(=O)c2ccc([N+](=O)[O-])cc2)sc2c1CCCC2=O	-0.2	-0.4	5.1	0.0
C=CCNC(=O)C(=O)NCC1OCCCN1S(=O)(=O)c1ccc(OC)cc1 (stereo not drawn)	0.0	1.2	2.2	0.0
COc1ccc(CN2CCN(Cc3ccc4nonc4c3)CC2CCO)c(C)c1C (stereo not drawn)	1.4	-5.8	6.5	-0.1
CC(=O)c1nnn(-c2ccc(F)cc2)c1NCc1ccc(F)cc1	-0.4	14.2	-4.0	-0.1
COc1ccccc1N1C(=O)c2ccc(C(=O)OCC(=O)c3ccc(F)cc3)cc2C1=O	0.2	0.6	2.9	0.0
COCc1cc(C)n(CC(=O)Nc2cc(Cl)ccc2Cl)c(=O)c1C#N	0.2	0.6	10.0	-0.3
COc1cccc(C2(CC(=O)N3CCc4[nH]ncc4C3)CC(=O)N(C3CCCC3)C2=O)c1 (stereo not drawn)	0.4	12.7	4.6	0.0
O=c1[nH]c2nc(-c3ccncc3)cnc2n1-c1ccc(N2CCOCC2)cc1	-0.2	0.1	3.5	0.2
Cc1nn(C)c(Cl)c1CN1CCCC(N2CCN(c3ccccc3)CC2)C1 (stereo not drawn)	-2.0	-8.2	11.3	0.1
CCCN1CCN(CCCNC(=O)Cn2ncc3c2-c2cc(C)ccc2OC3)CC1	0.8	10.2	-1.6	0.2
Cc1cc(N)c(-n2c(C)c3c(C)nnc(C)c3c2C)cc1C	0.2	-15.9	11.0	-0.1
CC(C)N(C(C)C)S(=O)(=O)c1cccc([N+](=O)[O-])c1	-0.4	3.7	-1.8	0.1
COc1cccc(N2CC34C=CC(O3)C(C(=O)O)C4C2=O)c1 (stereo not drawn)	-0.3	9.1	-2.2	0.0
COc1ccc(C(=O)Nc2ccccc2/C(N)=N/O)cc1	-5.6	-1.6	11.5	0.2
CCOC(=O)c1[nH]c2ccc([N+](=O)[O-])cc2c1CCCN1C(=O)c2ccccc2C1=O	1.9	12.9	-5.0	0.0
COc1cc(-c2ccccc2O)ncn1	-0.7	-5.8	-9.6	-0.1
N#CC(C#N)=C1CCCN1C(=O)c1ccccc1	-0.1	-1.4	16.1	-0.1
COc1ccc(CNC(=O)CSc2nc3ccc([N+](=O)[O-])cc3[nH]2)cc1	1.3	4.4	6.0	-0.1
COc1ccc(CCc2nnc(CCC(=O)NCCCc3cccnc3)o2)cc1	-1.7	-5.0	6.0	-0.1
O=C1N[C@H](CO)C(=O)N2CCN(Cc3cnn(-c4ccccc4F)c3)C[C@H]12	1.5	12.2	7.4	-0.3
O=c1[nH]c2ncc(-c3cncc4ccccc34)nc2n1C1CCCCC1	-0.6	16.3	9.4	0.4
O=C(COc1ccc(S(=O)(=O)NC2CCCC2)cc1)Nc1ccc(C(F)(F)F)cc1	-0.2	-17.2	2.9	0.0
COc1ccccc1/C=C(\C#N)c1nc(-c2ccc(Cl)c(Cl)c2)cs1	0.3	-6.1	-0.1	-0.1
COC1CCN(C(=O)c2cc(-c3ccc(F)cc3)n[nH]2)CC1	-1.5	-1.4	-41.8	0.3
CCC(C)NC(=S)Nc1cccc(F)c1 (stereo not drawn)	-0.4	1.3	8.4	0.0
CCC(Sc1nc2ccc(Br)cc2c(=O)n1Cc1ccc(C(=O)NCCOC)cc1)C(=O)NCc1ccco1 (stereo not drawn)	-0.8	4.8	-11.1	0.3
CC(C)Cc1ccc(-c2csc(NC(=O)C3C4CCC(C4)C3C(=O)O)n2)cc1 (stereo not drawn)	1.2	-1.4	-50.4	0.1
O=C(Nc1ccc(-c2cscn2)cc1)C1CCCN(CCCn2cccn2)C1 (stereo not drawn)	0.0	-2.7	-1.8	0.0
CCCCOc1ccc(-c2nc(C=Nc3ccc(OC(F)(F)F)cc3)c(O)o2)cc1	-0.5	-2.0	-22.1	0.7
Cc1c(C(=O)NC2CCCCCC2)sc2ncn(CC(=O)N3CC(C)CC(C)C3)c(=O)c12 (stereo not drawn)	-0.1	-2.2	4.9	-0.2
O=C(NCCc1ccc(O)cc1)c1cccc(-c2ccccc2)n1	1.4	0.8	15.9	0.3
COC(=O)c1ccc(C(=O)OC)c(NC(=O)c2cc(Cl)ccc2OC)c1	-1.0	9.4	2.0	0.4
COc1cccc(C(=O)NCC(c2cccs2)S(=O)(=O)c2cccs2)c1 (stereo not drawn)	-0.5	-4.7	-0.2	-0.2
COc1cc(S(=O)(=O)NCc2cccs2)ccc1Br	0.3	1.8	0.1	0.1
CC(C)C[C@H]1NC(=O)[C@H]2CN(CCc3ccccc3)CCN2C1=O	-0.8	15.2	9.3	0.0
CC(C)(C)n1ncc2c(=O)n(Cc3ccc(Br)cc3)cnc21	2.5	17.2	8.8	-0.1
Cc1sc(Nc2ccccc2)nc1-c1ccc(Cl)cc1	0.0	-3.3	-29.2	0.0
COc1ccc(NCN2C(=O)CSC2=O)cc1	-0.6	-5.5	-10.7	-0.3
Cc1ccc(S(=O)(=O)NCCO)cc1	-0.3	-15.8	6.1	0.0
CSc1cccc(NC(=O)C2C3C=CC4(O3)C2C(=O)N(Cc2ccccc2)C4C(=O)NC2CCCC(C)C2C)c1 (stereo not drawn)	-0.1	-24.1	3.3	0.1
CCN(CC)C(=O)Cn1cnc2sc(C(=O)NC3CCCC(C)C3C)c(C)c2c1=O (stereo not drawn)	2.1	0.4	-2.9	-0.2
O=C1/C(=C/c2ccccc2)SC(=Nc2ccccc2)N1C1CCCCC1	0.1	4.0	-27.4	0.1
C=CCN(CC=C)S(=O)(=O)Cc1ccccc1Cl	-0.2	14.6	-13.3	0.2
